Source: PubChem BioAssay (National Center for Advancing Translational Sciences (NCATS))
PTAP TSG101 blk: qHTS Assay for Iinhibitors of HIV-1 Budding by Blocking the Interaction of PTAP/TSG101 | Fluorescence polarization, FITC-PTAP peptide / Tsg101 binding | Potency, µM (top dose mostly 115 µM), without a hit: at the highest dose activity change, negative = inhibition, most hits filed as inhibitors | 340,000 tested, under 10 active | AID 493005, 2010; active = well fitted inhibition curve with a large enough effect in the main read-out, with a control signal flat, not every such curve was filed as active; inconclusive = small, poorly fitted or top-dose-only effect, or effect the other way, or a change in a side signal; inactive = no such curve, though single readings can be large or run the other way; note: % of control where 0% means no effect
Target sequence (Q99816 whole entry, looked up): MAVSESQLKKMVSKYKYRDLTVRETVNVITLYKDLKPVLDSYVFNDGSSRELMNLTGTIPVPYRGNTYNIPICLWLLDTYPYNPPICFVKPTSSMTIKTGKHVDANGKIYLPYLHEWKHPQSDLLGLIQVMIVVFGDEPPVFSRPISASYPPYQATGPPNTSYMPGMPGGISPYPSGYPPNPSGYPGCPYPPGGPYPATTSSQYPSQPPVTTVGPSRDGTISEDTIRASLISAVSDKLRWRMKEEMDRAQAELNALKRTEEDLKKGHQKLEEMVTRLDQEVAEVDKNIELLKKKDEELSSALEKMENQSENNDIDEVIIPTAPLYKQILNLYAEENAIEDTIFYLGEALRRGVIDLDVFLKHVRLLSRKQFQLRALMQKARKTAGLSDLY
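Tsg101 binding domain (10 uM final) was mixed with compound and a FITC-labeled PTAP peptide (50 nM final) in HEPES pH 7.5 buffer with NaCl, Tween 20, EDTA and TCEP; fluorescence polarization was read after 20 min at r.t.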
BRCA1 expr up: qHTS Assay to Identify Small Molecule Activators of BRCA1 Expression. MCF7-BRCA1-FFLuc reporter, luminescence, 48 h; response scale: scaled: vehicle 0%, 10 µM genistein 100%. Potency, µM (doses to about 46.1 µM), inactives show at the highest dose activation, usual class: activators. hit rate 1.1% among 380,000. AID 624202, 2012; note: nearly all actives have a fitted effect of over 80% in size; some results filed as inactive show a strong effect at the top dose
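MCF7-BRCA1-FFLuc cells, 2000/well in phenol-red-free MEM, attached 2 h then treated 48 h at 37 C. Luciferase luminescence read 15 min after reagent; normalized to genistein maximum activation (10microM) and DMSO, concentration-response fitted.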
S-ASM inh: Inhibitors of Secretory Acid Sphingomyelinase (S-ASM): qHTS; Sphingomyelin phosphodiesterase (Homo sapiens), P17405; Potency, µM (highest dose often 57.5 µM), for inactives: at the highest dose activity change, negative = inhibition, actives largely listed as inhibitors; hit rate 0.006% among 340,000; AID 504937, 2011; placental ASM, HMU-PC fluorogenic substrate, 60 min
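Fluorescence read-out (Ex 386 nm, Em 447 nm) after stopping the reaction at pH 10. Enzyme: ASM from human placenta; substrate HMU-PC0, 9 uM final; 60 min, 37 °C. Compound preincubation 10 min, ambient temperature.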
uPA generation: qHTS for Inhibitors of Cell Surface uPA Generation; AID 540303, 2011; Potency, µM (top dose mostly 38.3 µM), inactives show at the highest dose activity change, negative = inhibition, most hits filed as inhibitors; cell surface uPA generation assay, qHTS; hit rate 0.31% among 330,000; active = well fitted inhibition curve with a large enough effect; inconclusive = small, poorly fitted or top-dose-only effect; inactive = no such curve, though single readings can be large or run the other way; tested in mouse RAW 264.7 cells; note: % is set by controls: 0 for no effect and ±100 for the full control effect; nearly all actives have a fitted effect of over 55% in size
The depositor's hits bear a star; ? = inconclusive. Unless noted, calls come from the whole dose curve; as a rule, active = well fitted curve in the direction sought with a large enough effect; inconclusive = small, poorly fitted or top-dose-only effect, or another doubt; inactive = no such curve, though single readings can be large; an effect the other way counts as inactive or inconclusive. Potency is the fitted concentration of half-maximal effect. These rows are one share of the data; count on the stated rates, not on these rows.

SMILES	PTAP TSG101 blk	BRCA1 expr up	S-ASM inh	uPA generation
CC(=O)c1ccc2c(c1)N(CCCN(C)C)c1ccccc1S2	-5%	-12%	-8%	?
